esBAF inh: blocks esBAF chromatin remodeling in mouse ES cells; AID 602393; reporter increase, % at 12.5 µM; Bmi1-luciferase knock-in reporter, 24 h; 100% = twice the neutral-well signal; hit rate 2% among 350,000; in the data active means activation above about 40%;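 further: 0% = median of the plate's neutral control wells and 100% = double that signal; a rise in the Bmi1 reporter signal indicates esBAF inhibition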
PglD DTNB: inhibitors of Campylobacter jejuni PglD acetyltransferase. purified PglD enzyme, DTNB colorimetric CoA detection. inhibition, % at 12.5 µM. hit rate 0.098% among 360,000; in the data active means inhibition above about 16%, passing the limit was not always enough; further: strong numbers were not always called active
ARNT TACC3 PPI: disrupts binding between human ARNT and TACC3; AlphaScreen His-ARNT PAS-B/GST-TACC3 binding, luminescence; TACC3 fragment carries E629A point mutation; inhibition, % at 9.99 µM; hit rate 0.66% among 390,000; AID 623870;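 active means mean inhibition of replicates at least 50% and at least half of replicates each reaching 50%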;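 further: 0% = complete ARNT plus TACC3 wells and 100% = ARNT alone without TACC3; many hits fall short of the cut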
E-sel inducer: E-selectin induction on HUVECs. P16581. HUVEC E-selectin immunofluorescence imaging; normalized: neutral wells 0, TNF-alpha wells 100. activation, % at 7.58 µM. hit rate 0.37% among 260,000. AID 686992;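 active means mean E-selectin-positive cell signal at least 10% of the positive control, reached in at least 60% of replicates, without over 20% cell loss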;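 further: in these data hits start at about 27%; measured in HUVEC primary endothelial cells; signal is the percent of cells scored E-selectin positive by PE staining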
Target sequence (P16581 whole entry, looked up): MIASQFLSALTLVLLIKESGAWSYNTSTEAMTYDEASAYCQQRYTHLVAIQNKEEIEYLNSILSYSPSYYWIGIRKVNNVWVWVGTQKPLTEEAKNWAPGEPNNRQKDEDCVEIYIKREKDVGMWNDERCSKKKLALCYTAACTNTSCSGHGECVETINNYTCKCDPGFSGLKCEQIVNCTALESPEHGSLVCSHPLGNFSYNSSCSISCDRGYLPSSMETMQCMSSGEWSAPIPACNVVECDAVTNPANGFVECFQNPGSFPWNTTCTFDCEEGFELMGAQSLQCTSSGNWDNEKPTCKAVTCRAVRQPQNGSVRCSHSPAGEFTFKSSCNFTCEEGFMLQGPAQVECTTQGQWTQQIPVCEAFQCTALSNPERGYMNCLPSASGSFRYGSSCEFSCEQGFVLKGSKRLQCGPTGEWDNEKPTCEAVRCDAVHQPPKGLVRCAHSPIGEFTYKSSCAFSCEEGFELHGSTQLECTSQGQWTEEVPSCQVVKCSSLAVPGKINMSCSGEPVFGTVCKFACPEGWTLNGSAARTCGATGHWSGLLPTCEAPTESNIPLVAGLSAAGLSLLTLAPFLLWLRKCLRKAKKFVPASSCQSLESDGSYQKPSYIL
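Read-out basis: % PE-positive cells; Test system: HUVEC primary endothelial cells; Technique: immunofluorescence imaging; Dosing: single-point compound dose.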
RAD52 anneal inh: RAD52 (human) annealing inhibition; P43351; recombinant RAD52 DNA annealing, FRET fluorescence; inhibition, % at 18.7 µM; hit rate 0.46% among 360,000; AID 651710;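 active means every replicate showing at least 50% inhibition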
ERp5 inh: ERp5 (human) disulfide isomerase inhibition | Q15084 | ERp5 insulin aggregation, absorbance 650 nm, 90 min | inhibition, % at 9.99 µM | hit rate 0.05% among 350,000;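 active means mean replicate inhibition above about 25%, with every replicate also reaching it, limit read from the data, passing the limit was not always enough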
Target sequence (Q15084 whole entry, looked up): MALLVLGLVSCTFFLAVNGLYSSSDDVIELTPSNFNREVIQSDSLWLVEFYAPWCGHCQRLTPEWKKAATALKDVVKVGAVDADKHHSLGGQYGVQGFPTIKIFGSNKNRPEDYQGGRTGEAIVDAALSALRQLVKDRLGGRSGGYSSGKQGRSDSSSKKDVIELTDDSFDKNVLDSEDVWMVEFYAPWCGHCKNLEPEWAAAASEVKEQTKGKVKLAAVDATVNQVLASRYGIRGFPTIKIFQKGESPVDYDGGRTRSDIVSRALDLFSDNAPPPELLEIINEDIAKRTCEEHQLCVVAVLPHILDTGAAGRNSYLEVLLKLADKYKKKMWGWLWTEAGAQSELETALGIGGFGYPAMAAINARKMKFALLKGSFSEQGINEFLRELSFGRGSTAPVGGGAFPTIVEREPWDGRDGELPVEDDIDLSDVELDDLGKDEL
RAD54 branch: inhibitors of human RAD54 branch migration | RAD54 Holliday junction branch migration, FAM/BHQ fluorescence | inhibition, % at 10.4 µM | hit rate 0.14% among 360,000 | AID 602329;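 active means mean normalized replicate activity at least 40 and at least half of replicates scoring 40 or more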;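 further: 0% = median of neutral control wells and 100% = median of positive control wells; inhibitors cause a drop in the FAM fluorescence signal; in these data hits start at about 50%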
CASP6 VEID inh: inhibitors of human caspase-6 | purified caspase-6, Z-VEID-R110 cleavage fluorescence | inhibition, % at 12.5 µM | hit rate 0.53% among 350,000;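 active means mean inhibition across replicates at least about 35%, with every replicate also reaching that limit, limit read from the data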;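 further: 0% = median of neutral control wells and 100% = no fluorescence left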
Starred values were filed as active, the others as inactive; / = not tested or not shown.

SMILES | esBAF inh | PglD DTNB | ARNT TACC3 PPI | E-sel inducer | RAD52 anneal inh | ERp5 inh | RAD54 branch | CASP6 VEID inh
O=C(c1ccccn1)N1CC[C@@H]2[C@@H](CO)Nc3ccc(C#Cc4cccnc4)cc3[C@@H]21 | 6 | 2 | 9 | -0.2 | / | / | 1 | /
O=c1[nH]c(C2CCN(S(=O)(=O)c3ccc(C(F)(F)F)cc3)CC2)nc2c1nnn2Cc1cccc(F)c1 | -6 | 9 | 3 | 0.1 | -12 | -2 | 11 | 3
COc1ccc(-c2csc(NC(=S)NC(=O)/C=C/c3ccco3)n2)cc1OC | -6 | / | -16 | / | -6 | -1 | / | 3
Cc1cc2cc(CN(Cc3ccco3)C(=O)NCc3ccccc3)c(=O)[nH]c2cc1C | 1 | -3 | 1 | / | / | / | 5 | /
COCCNC(=O)Nc1ccc2nc(-c3cccs3)c(-c3cccs3)nc2c1 | 0 | 4 | -18 | / | / | / | -6 | /
Cc1ccc(-c2nn3c(C)nnc3c3ccccc23)cc1S(=O)(=O)NCCO | / | / | 10 | / | -2 | -6 | / | 11
C[C@@H]1CN([C@H](C)CO)S(=O)(=O)c2ccc(C#Cc3ccccc3)cc2O[C@H]1CN(C)C(=O)Nc1ccccc1 | 7 | -1 | -12 | 0.4 | -11 | -4 | -6 | 5
O=C(NC1=NCCCCC1)c1cccc2ccccc12 | 1 | 5 | -5 | -1.9 | -23 | 3 | 6 | 9
CO[C@H]1CN(C)C(=O)c2ccc(NC(C)=O)cc2OC[C@H](C)NC[C@@H]1C | 0 | 3 | 8 | -0.1 | 0 | 0 | 11 | 1
CCc1n[nH]c(=S)n1/N=C/c1cc(Br)c(O)c(OC)c1 | / | / | 10 | 4.0 | -6 | 0 | / | -1
O=C(C[C@H]1CC[C@@H]2[C@H](COC[C@@H](O)CN2Cc2ccc3c(c2)OCO3)O1)N1CCCCC1 | 2 | 0 | 13 | -0.2 | / | / | -9 | /
COc1ccc(/C=C/C(=O)OC(C)CN2CCOCC2)cc1 (centres undefined) | 5 | 4 | -2 | / | / | / | -9 | /
O=C(CN(C(=O)C1CSC(=O)C1)c1ccccc1F)NCc1ccc2c(c1)OCO2 (centres undefined) | -5 | 0 | -3 | / | / | / | -15 | /
O=C(Cn1cnc2ccccc2c1=O)NCC(=O)N1CCN(c2ccccn2)CC1 | -3 | 5 | 26 | / | / | / | 6 | /
Cc1ccc(NC2CCCN(C(=O)C3CCCC3)C2)cc1C (centres undefined) | -2 | 1 | 12 | 0.2 | -13 | 9 | -5 | 0
COc1ccc(CNC(=O)c2cc(=O)c3cc(C)cc(C)c3o2)cc1 | -9 | 8 | 5 | -0.1 | -5 | -3 | 1 | -4
OCC[C@H]1C[C@@H](O)[C@H](O)[C@]2(Cc3ccccc3CO2)O1 | -8 | 1 | -29 | -0.1 | -5 | -7 | 2 | -4
CC(C)[C@H](Nc1ccc(S(=O)(=O)N2CCOCC2)cc1[N+](=O)[O-])C(=O)OCC(N)=O | 5 | -4 | 4 | / | -18 | -1 | 3 | 5
CCOC(=O)c1c(C)[nH]c(C)c1C(=O)COC(=O)c1ccc(S(=O)(=O)C(F)F)cc1 | -9 | -2 | 7 | 1.5 | -15 | 1 | 3 | 3
CCCCN(CC)S(=O)(=O)c1ccc2c(c1)CCCN2C(C)=O | -25 | 1 | 2 | 10 | / | / | 0 | /
COc1ccsc1C(=O)NCCN1CCOCC1 | -4 | -1 | -14 | 0.0 | -7 | -1 | 4 | -2
C#CCOCCOCCOCCNc1nc(N2CCOCC2)nc(N2CCN(C(=O)CCCCCCCCCCNC(=O)[C@H](CO)n3cc(CCCCCN)nn3)CC2)n1 | 3 | 9 | -4 | -0.6 | -11 | -2 | 8 | /
COc1ccc(/C=C/c2ccccc2)cc1[C@H]1[C@@H]2C=CCC[C@@]2(C)C(=O)N1Cc1ccccc1 | 23 | -1 | 9 | -0.1 | -20 | -5 | 10 | 1
O=C(COc1ccc(S(=O)(=O)NC2CCCCC2)cc1Cl)N1CCN(c2ccccc2)CC1 | 7 | -4 | 1 | / | / | / | -13 | /
CC(C)CNC(=O)C1(C)CCCN1C(=O)c1ccc2c(c1)CCO2 (centres undefined) | 2 | 2 | / | / | -14 | 4 | 1 | -1
SMILES | esBAF inh | PglD DTNB | ARNT TACC3 PPI | E-sel inducer | RAD52 anneal inh | ERp5 inh | RAD54 branch | CASP6 VEID inh
Cc1ccc(/C(N)=N/OC(=O)Cc2cccs2)cc1 | 55* | -6 | -9 | / | / | / | 0 | /
CCCC(O)(c1ccc(OC)cc1)C(CN1CCOCC1)c1ccc(Cl)cc1 (centres undefined) | -14 | 7 | -6 | / | -1 | 1 | -16 | 2
CCOc1ccccc1N1CCN(C(=O)NC2CCCCC2)CC1 | / | 3 | -5 | -0.1 | -3 | 3 | -2 | 4
CCN1[C@@H]2c3ccc(-c4ccccc4OC)c(=O)n3C[C@H]1[C@H](CO)[C@H]2C(=O)NCc1ccccn1 | 4 | 0 | 5 | -0.2 | 5 | -2 | 8 | -1
O=C(CCCC1=NS(=O)(=O)c2ccccc2N1)N1CCN(c2ccccc2)CC1 | / | 8 | -1 | -0.2 | / | / | 1 | /
CC1CCC2(CC1)NC(=O)N(CC(=O)Nc1ccc(N3CCCCC3)cc1)C2=O (centres undefined) | 6 | -3 | / | -0.1 | -2 | -4 | -1 | -3
COCCCn1c(=O)c2sccc2n2c(CCCC(=O)NCc3ccccc3OC)nnc12 | -3 | 2 | 2 | 7.0 | -1 | 2 | -4 | 0
CC(C)C[C@@H]1NC(=O)[C@H](CO)NC(=O)c2cc([N+](=O)[O-])cc(I)c2OCC[C@@H](C(N)=O)NC1=O | -9 | 0 | -2 | / | / | / | -9 | /
O=c1oc2ccccc2c2oc3cc(O)c(O)cc3c12 | 36 | / | -17 | -0.2 | -13 | 0 | / | 44*
Cc1ccc(S(=O)(=O)Nc2ccc3ccccc3c2[N+](=O)[O-])cc1 | 10 | -3 | -4 | -3.3 | 3 | -12 | -7 | 2
C[C@H](NC(=O)[C@H]1[C@H](CO)[C@H]2Cn3c(cccc3=O)[C@@H]1N2C(=O)C1CCCC1)c1ccccc1 | 4 | 9 | -10 | -0.1 | -11 | -3 | -9 | -1
CCc1ccc(NC(=O)COC(=O)C2(c3ccc(Cl)cc3)CCCC2)cc1 | / | 7 | -4 | / | 1 | 1 | -15 | -3
Cc1cccc(C)c1N/C=C/c1onc(C)c1[N+](=O)[O-] | -1 | 0 | 5 | / | / | / | -1 | /
CCCC(=O)Nc1ccc2c(c1)C(=O)N(C)C[C@H](OC)[C@@H](C)CN(C(=O)c1ccccc1F)[C@@H](C)CO2 | 2 | 2 | 14 | 0.0 | 0 | -2 | -8 | -1
CC(C)(C)C(=O)N1CCN(c2ccc(NC(=O)c3ccco3)cc2)CC1 | 4 | 2 | -1 | / | -8 | -1 | 5 | 0
CCC(=O)N1C[C@H](O)COC[C@@H]2O[C@@H](CC(=O)N3CCCCC3)CC[C@H]21 | -5 | 1 | 6 | 0.2 | -32 | -2 | 5 | -2
Cc1ccccc1-n1c(Cn2c(=O)sc3ccccc32)nnc1SCC(=O)N1CCOCC1 | -4 | 0 | 2 | 0.1 | -11 | -1 | 7 | 2
Cc1cccc(NC(=O)c2ccc(OCc3c(C)noc3C)cc2)c1C | 6 | -1 | 8 | / | -4 | -7 | -4 | 8
N#C/C(=C(/O)CN1CCN(c2ccccc2F)CC1)c1nc(-c2ccccc2)cs1 | -5 | -2 | 1 | / | / | / | 0 | /
CC(C)c1ccc2[nH]c3c(c2c1)CCCC3=O | 3 | 0 | 0 | 0.0 | 11 | 1 | -18 | -2
C[C@@H]1CN([C@H](C)CO)C(=O)CCCn2nncc2CO[C@@H]1CN(C)C(=O)Nc1ccccc1F | 3 | 7 | -5 | 0.1 | 20 | -4 | 7 | -5
CC(=O)c1ccc(N2CCN(C(=O)CCCn3c(=O)[nH]c4ccc(Br)cc4c3=O)CC2)cc1 | 6 | / | 23 | 0.0 | -13 | 1 | / | 3
Cc1cccc(N2C(=O)CC(N3CCN(c4ccc(Cl)cc4)CC3)C2=O)c1 (centres undefined) | 1 | 0 | 0 | / | -3 | 3 | -8 | 0
O=C(Nc1ccc2c(c1)OCCO2)c1cccc(C(=O)Nc2ccc3c(c2)OCCO3)c1 | 25 | 2 | 40 | / | -7 | 5 | 4 | 3
C[C@@H]1CCCCO[C@H](CN(C)C(=O)Nc2ccc(C(F)(F)F)cc2)[C@@H](C)CN([C@H](C)CO)C(=O)c2cc(NC(=O)Nc3ccc(C(F)(F)F)cc3)ccc2O1 | -8 | 10 | 21 | 3.5 | 22 | -5 | -2 | 1

Compound profiles, as listed above:
O=C(CCCC1=NS(=O)(=O)c2ccccc2N1)N1CCN(c2ccccc2)CC1 as listed: esBAF inh = /; PglD DTNB = 8; ARNT TACC3 PPI = -1; E-sel inducer = -0.2; RAD52 anneal inh = /; ERp5 inh = /; RAD54 branch = 1; CASP6 VEID inh = /
C[C@@H]1CN([C@H](C)CO)S(=O)(=O)c2ccc(C#Cc3ccccc3)cc2O[C@H]1CN(C)C(=O)Nc1ccccc1 as listed: esBAF inh = 7; PglD DTNB = -1; ARNT TACC3 PPI = -12; E-sel inducer = 0.4; RAD52 anneal inh = -11; ERp5 inh = -4; RAD54 branch = -6; CASP6 VEID inh = 5

Further entries follow.
SMILES | esBAF inh | PglD DTNB | ARNT TACC3 PPI | E-sel inducer | RAD52 anneal inh | ERp5 inh | RAD54 branch | CASP6 VEID inh
O=C(Nc1ccc(NC(=O)c2ccccn2)cc1)C(=O)Nc1ccc2c(c1)OCCO2 | 5 | -4 | -1 | 6.2 | -16 | -1 | 4 | -9
COc1cc(C(=O)N2CCNCC2)cc(OC)c1OC | -3 | 0 | -4 | / | -11 | 3 | -4 | -2
CCOc1cc(C)nc(N2CCC(C(=O)NC3CC3)CC2)n1 | 7 | 0 | 1 | / | -7 | -1 | 3 | 0
CCC(NS(=O)(=O)c1ccc(C)cc1)C(=O)N1CCOCCOCCOCCOCC1 (centres undefined) | 3 | -4 | -2 | / | -15 | -2 | -8 | -5
c1ccc(C2OC3c4cccc5cccc(c45)C3N2c2ccccc2)cc1 (centres undefined) | -2 | -1 | 1 | 2.0 | / | / | 6 | /
C/C=C/c1ccccc1OCc1ccc(C(=O)O)o1 | -2 | -4 | -7 | / | / | / | 4 | /
O=C(CNc1cccc(C(F)(F)F)c1)Nc1cccc(S(=O)(=O)N2CCCC2)c1 | 11 | / | / | -0.1 | -14 | 0 | / | 0
COc1cc(OC)cc(C(=O)N/N=C(\C)CC(=O)Nc2ccccn2)c1 | -2 | 3 | 3 | / | -23 | 3 | 2 | -3
Cn1nnc(NC(=S)NC(=O)c2ccco2)n1 | / | -7 | 5 | -0.2 | / | / | -10 | /
COc1ccccc1NC(=O)CN(Cc1ccco1)C(=O)c1cc(Cl)c(OC)c(OC)c1 | 3 | 1 | / | 0.1 | -54 | 7 | -7 | -1
C[C@@H]1CN([C@H](C)CO)C(=O)c2cc(NC(=O)Nc3cccc4ccccc34)ccc2O[C@H]1CN(C)C(=O)Nc1ccc(F)cc1 | 3 | -9 | -3 | -0.2 | -1 | -7 | -4 | 3
COc1cccc(NC(=O)COC(=O)c2ccc(C)c(S(=O)(=O)N3CCCCC3)c2)c1 | -3 | -1 | -1 | -0.9 | -26 | 2 | 3 | 2
CC12CC3CC(C)(C1)CC(C(=O)N1CCN(C(=O)c4ccco4)CC1)(C3)C2 | 5 | 0 | -8 | -0.8 | 1 | 0 | -10 | -5
CN1CCC(N(C)S(=O)(=O)c2ccc(NC(=O)COc3cccc(Cl)c3)cc2)CC1 | / | / | 6 | 2.1 | -5 | -11 | / | 0
Cc1ccc2nc(-c3ccc4c(c3)OCCO4)cn2c1 | / | -1 | 3 | 1.6 | -7 | -7 | -1 | -1
CCCCn1c(N)c(N(CCOC)C(=O)CSc2n[nH]c(-c3ccc(C)cc3)n2)c(=O)[nH]c1=O | / | / | -1 | -2.0 | -2 | -3 | / | 2

Screens deposited in PubChem by Broad Institute.
